# Assay outcomes: PubChem BioAssay, several laboratories
# Autophagy mod: autophagy modulators in MEF cells, primary screen, imaging, high-content, MEF GFP-LC3; MEF GFP-LC3 puncta imaging; test concentration mostly 10 µM; 0.98% of 190,000 active; calls only at 10 µM (by protocol);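 active = percentage of spot-positive cells more than 3 SD above its plate mean, without a fluorescence outlier flag or 80% toxicity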;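 note: spot-positive cell cutoff set from DMSO-treated cells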
# WT yeast gro inh: growth inhibition of WT strain, primary screen, mitochondrial fusion inhibitor project, WT and mutant strains, chemical genetic; mitochondrial fusion phenotypic screen; inhibition, % at 10 µM; 2.1% of 190,000 active; AID 1362, 2008; in the data active = inhibition above about 58%; tested in S. cerevisiae
# MT stabilize HCS: microtubule stabilizers in HeLa cells, primary screen, imaging, high-content imaging. 0.83% of 200,000 active. % tubulin-high responders, % at 10 µM. HeLa tubulin immunostaining HCS, 24 h; share of cells brighter than vehicle mean+2SD. AID 2205, 2009;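 active = plate Z-score above 3 for both tubulin-high and condensed-nucleus cell shares, with cell loss under 80%, at 10 µM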;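 note: anti alpha tubulin signal scored within the nucleus-defined area of each cell; some results filed as inactive read as strong as hits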
# Dynein transport: inhibitors of GR-EGFP nuclear translocation, primary screen, dynein cargo transport inhibitor project, imaging, high-content, 3617.4 mouse cells. test concentration mostly 20 µM; stimulated with dexamethasone, 1 µM; hits give low values. z-score, hits read low. 0.47% of 220,000 active. AID 1381, 2008;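 active = plate z-score of nuclear minus cytoplasmic receptor signal below a set negative limit, without overly bright fluorescence or cell loss, cut at about -3.5 in these data, passing the limit was not always enough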;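 note: z-score of nuclear minus cytoplasmic ring GR-EGFP intensity difference per well; some compounds called inactive have numbers as strong as hits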
#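 Buffer or medium: Induction medium lacking tetracycline, stripped serum | Also added: Dexamethasone agonist, 1.0 µM final, for 30 min | Timing: 48 h induction, 1 h compound, 30 min dex at 37 °C | Detection: Formaldehyde fixation, Hoechst nuclear stain, 10x automated fluorescence imaging | Measure: Nuclear versus cytoplasmic GR-EGFP signal, averaged per well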
# Hep lipid drop: inhibitors of hepatocyte lipid droplet formation, primary screen, imaging, high-throughput imaging, BODIPY stain. AML12 mouse hepatocytes, oleate lipid droplets. inhibition, % at 6.5 µM. 0.4% of 240,000 active;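 active = lipid droplet intensity inhibited by at least 50%, with more than 500 cells counted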
#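 Assay system: AML12 mouse liver cells | Compound: 6.5 µM single-point dosing | Schedule: Overnight exposure | Technique: Fluorescence imaging, 20x objective, two fields per well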
# XIAP displacement: XIAP antagonists, biochemical, IAP family, fluorescence polarization (AID 1018); E3 ubiquitin-protein ligase XIAP (Homo sapiens); XIAP BIR domain, fluorescence polarization peptide displacement; higher % means a stronger effect; one-dose displacement, % at 20 µM; IC50 in µM for titrated hits; 0.007% of 200,000 active; in the data active = displacement above about 50%; note: a part of the inactive calls stands beside numbers as strong as those of hits
# b-catenin transl: modulators of beta-catenin nuclear translocation, primary screen, imaging, HeLa cells, immunofluorescence, high-content. nuclear translocation activity, % at 5 µM. 0.3% of 190,000 active;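 active = nuclear translocation activity above 50% at 5 µM, with a well cell count of 50 or more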;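 note: per-cell ratio of nuclear to cytoplasmic median beta-catenin stain intensity; plate controls were DMSO negative control for no effect and GSK-3 inhibitor IX positive control for full effect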
#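 Read-out: Nuclear/cytoplasmic beta-catenin signal ratio, % activation | Assay system: Human HeLa cell line | Times: 24 h compound exposure at 37°C, 5% CO2 | Signal: Fluorescence imaging of beta-catenin antibody stain plus DAPI | Dosing: 5 µM primary, 0.02–20 µM confirmation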
# ER stress rescue: rescue of cells from ER stress-induced death, primary screen, 384-well, CSM14.1, thapsigargin, ATP luminescence (AID 1222). 190,000 tested, under 10 active. cellular ATP content (survival), % at 20 µM, or EC50 in µM where a hit was titrated. CSM14.1 thapsigargin-induced death rescue, ATP luminescence; higher % means a stronger effect;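 active = EC50 below 50 µM in the dose-response confirmation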;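 note: death triggered by thapsigargin at about 15 µM added after 2 h compound pretreatment; cell ATP read after overnight thapsigargin exposure of roughly 18 to 22 hours; normalized against plate controls of thapsigargin alone and 5% DMSO vehicle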
# Ins promoter up: insulin promoter activators in MIN6 cells, imaging, high-content screening, mouse beta cells; z-score at 5 µM; MIN6 insulin promoter-GFP reporter; hits give high values; 0.3% of 190,000 active;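 active = z-score above 3 at 5 µM with at least 500 cells counted in the well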
# WT yeast gro inh mutant strain: further read-out of WT yeast gro inh, marked with its call; inhibition, %; mitochondrial fusion phenotypic screen, mutant strain inhibition
# Dynein transport cytoplasmic EGFP: second read-out of Dynein transport, no call of its own (marks repeat the call); z-score; measured here: cytoplasmic GR-EGFP intensity; hits give high values
# Dynein transport nuclear GR-EGFP: recorded beside Dynein transport, whose call it bears; z-score; measured here: nuclear GR-EGFP intensity;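 lower value marks the stronger effect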
# Dynein transport cell count: further read-out of Dynein transport, marked with its call; z-score; measured here: cell count per field
# Ins promoter up cell count: also measured in Ins promoter up; calls as there; cell count; measured here: cytotoxicity, nuclei count;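 total cells summed across four imaged fields per well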
# Hep lipid drop cells 6.5 µM: also measured in Hep lipid drop; calls as there; cell count; measured here: cell count, cytotoxicity flag;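 cells counted across two imaged fields per well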
# b-catenin transl cell count 5 µM: second read-out of b-catenin transl, no call of its own (marks repeat the call); cell count; measured here: cell count, cytotoxicity flag
# MT stabilize HCS Hoechst-high %: also measured in MT stabilize HCS; calls as there; % Hoechst-high responders; measured here: nuclear condensation Hoechst responders;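 share of cells brighter than vehicle mean plus two SD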
# MT stabilize HCS cytotoxicity %: also measured in MT stabilize HCS; calls as there; toxicity, %; measured here: cytotoxicity by cell density;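 0% = mean cell density of plate MIN control wells and 100% = no cells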
# Autophagy mod cell loss 18 h: further read-out of Autophagy mod, marked with its call; toxicity, %; measured here: cell loss, nuclei count;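 cell loss after 18 h compound exposure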
# * marks the source's active call; other numbers are inactive results; i = inactive; . = no result given.
# Every second line gives: Autophagy mod, Autophagy mod cell loss 18 h, WT yeast gro inh, WT yeast gro inh mutant strain, MT stabilize HCS, MT stabilize HCS Hoechst-high %, MT stabilize HCS cytotoxicity %, Dynein transport, Dynein transport cytoplasmic EGFP, Dynein transport nuclear GR-EGFP, Dynein transport cell count, Hep lipid drop, Hep lipid drop cells 6.5 µM, XIAP displacement, b-catenin transl, b-catenin transl cell count 5 µM, ER stress rescue, Ins promoter up, Ins promoter up cell count
CC1CN(C(=O)COC(=O)c2cccs2)CC(C)O1 (stereo not drawn)
  i, 6.6, 14.9, 16.0, 2.1, 2.2, 5.9, 1.48, -0.106, 0.906, 0.232, 7.8, 663, -2.3%, -1.4, 1095, ., -0.98, 1332
COc1ccc(/C=C/C(=O)NCCN2CCOCC2)cc1OC
  i, -7.9, -2.5, -21.9, 5.0, 2.1, 7.8, 0.3, 0.000645, 0.286, -0.0127, 14.0, 681, -0.3%, 0.0, 1077, ., 0.53, 1085
CCc1cc(C(c2ccccn2)N2CCN(C)CC2)c(NC(=O)c2ccccc2)s1 (stereo not drawn)
  i, 9.6, 2.2, -3.0, 1.8, 2.5, 8.7, -0.0942, -0.2, -0.248, -0.0506, -1.9, 635, -2.1%, 1.6, 1013, 1.5%, -0.43, 1092
COC(=O)C1=C(N)c2c(F)cccc2C1(C#N)c1ccc(F)cc1 (stereo not drawn)
  i, -2.8, 0.4, -11.0, 2.0, 2.0, 13.3, 0.717, -0.0774, 0.466, -0.664, 15.5, 793, -3.3%, ., ., 0.1%, 0.91, 897
O=C(CSc1nnc(-c2cc3ccccc3cc2O)n1Cc1ccco1)c1ccc(F)cc1
  i, 14.8, 29.5, 11.4, 3.7, 2.6, 3.5, -0.393, -0.204, -0.0865, 0.417, ., ., -3.0%, -0.7, 1218, 3.2%, 0.41, 962
O=S(=O)(Nc1cccnc1)c1cccs1
  i, -19.9, 13.2, 23.1, 5.2, 4.0, 9.8, 2.7, 0.0607, 1.83, -2.39, 0.8, 835, -8.9%, ., ., -0.7%, 1.73, 770
CCc1ccccc1NC(=S)N(CCN(C)C)C(C)c1cccnc1 (stereo not drawn)
  i, 17.1, 9.1, 15.1, 1.8, 2.2, 1.2, -0.0115, -0.213, 0.783, -1.15, 18.9, 703, -6.9%, -1.1, 1008, -1.2%, ., .
Cc1ccc(CNC(=O)c2cn(C)c(=O)c3c2c2ccccc2n3C)o1
  i, -2.0, -13.9, 1.2, 1.5, 1.3, 4.5, 9.18e-05, 0.0315, 0.0125, -0.257, -5.8, 808, 1.4%, ., ., -0.7%, ., .
CCc1ccc(Nc2nnc(SCC(=O)Nc3cccc(S(=O)(=O)NC4=NCCCCC4)c3)s2)cc1
  i, 20.4, -15.3, 5.1, 1.8, 2.3, 7.8, -0.0817, -0.248, -0.295, 0.305, 1.3, 692, -7.5%, -0.5, 844, -11.4%, 0.48, 1289
O=C(Nc1ccc(Cl)cc1)C(c1ccccc1)N(CCO)CCO (stereo not drawn)
  i, 3.1, 13.7, -4.6, 2.9, 1.9, 7.0, 0.298, -0.0902, 0.286, 0.102, 1.3, 853, -4.7%, -0.6, 1245, 0.9%, -1.87, 1266
N#C/C(=C/c1ccc2c(c1)OCO2)C(=O)NCCc1c[nH]c2ccccc12
  i, 10.5, -2.5, -3.2, 2.5, 1.2, 6.6, 0.00184, -0.199, 0.517, -0.011, -3.1, 698, -6.1%, 4.8, 1025, -2.2%, -0.43, 1847
CC1CCN(S(=O)(=O)c2ccc(C(=O)OCc3ccc4c(c3)OCO4)cc2)CC1
  i, 2.0, 5.5, 1.9, 1.6, 2.1, 5.6, -0.624, -0.00572, -0.293, 0.607, 18.5, 802, -11.6%, ., ., -1.1%, ., .
Cn1cccc1/C=C1\CCc2ccccc2C1=O
  i, -0.7, 59.7*, 49.6*, 3.0, 3.1, 3.0, -1.1, -0.0672, -0.378, 0.669, 21.5, 757, -2.8%, ., ., -3.4%, -0.11, 1194
CCOc1ccc(N(CC(=O)NC(C)CC)S(=O)(=O)c2c(C)noc2C)cc1 (stereo not drawn)
  i, 9.7, 5.5, 4.4, 5.8, 1.7, 6.5, 2.89, 0.246, 2.22, -1.95, ., ., -4.8%, ., ., 3.8%, -0.72, 989
O=C(O)c1ccccc1C1=Nc2ccc(O)cc2Oc2cc(O)ccc21
  i, 10.8, 9.1, 13.7, 1.9, 3.5, 11.2, -0.745, -0.0259, 0.00727, -0.0247, ., ., 36.1%, -6.0, 947, 0.7%, -0.05, 1516
CCOC(=O)c1[nH]c2ccc(OC)cc2c1NC(C)=O
  i, -2.2, 3.2, 8.1, 1.6, 1.8, 10.2, -0.3, 0.574, 0.134, 0.527, ., ., -5.9%, -1.2, 1206, -2.0%, 1.19, 869
CN1C(=O)c2cccc(N(C)C)c2C1=O
  i, -1.3, -17.6, -0.7, 1.1, 1.2, 10.2, -0.835, 0.175, -0.273, 0.747, ., ., -1.0%, -6.6, 690, 3.0%, 0, 1450
COc1cc(CN2CCN(CCOCCO)CC2)cc(OC)c1OC
  i, 11.2, 13.4, -0.8, 2.6, 2.0, 6.1, 0.324, -0.306, 0.402, -0.933, ., ., -0.5%, 0.5, 1100, -0.9%, 0.28, 1319
O=C1CCCN1CCCNCC(=O)N1c2ccccc2Sc2ccccc21
  i, 34.4, -36.5, -13.2, 2.1, 1.4, 7.0, -0.398, -0.218, 0.0541, 0.632, -6.3, 793, 0.2%, 3.7, 973, 1.0%, 0.33, 901
Nc1ccc(C(=O)c2ccc3c(c2)OCCO3)cc1N
  i, 8.8, 14.6, 2.2, 3.4, 1.7, 5.6, -1.02, -0.1, 0.0218, 1.52, ., ., ., ., ., ., ., .
CCOc1ccc(NC(=O)CN(C)CC(=O)Nc2ccccc2C#N)cc1OCC
  i, -2.2, 14.7, 21.8, 1.7, 1.2, 8.4, -0.0386, -0.229, 0.171, -0.0648, ., ., -3.5%, -3.6, 1034, 0.3%, -0.56, 1429
Cc1ccc(N2CCN(c3ccc(C)cc3)C(CC(=O)O)C2=O)cc1 (stereo not drawn)
  i, -3.9, 11.9, 20.6, 2.0, 1.3, 4.1, 0.257, -0.177, 0.154, -0.608, 2.4, 701, 0.4%, ., ., -2.4%, -0.38, 1269
CCCn1c(CC)nc([N+](=O)[O-])c1Sc1ccc(C)cc1
  i, -10.1, -22.8, -22.7, 3.2, 1.8, 8.5, -0.719, -0.171, -0.146, -0.498, -8.9, 774, -14.6%, 2.5, 1030, -0.1%, 1.54, 1098
CC1=C(C(=O)c2ccccc2)C(c2ccc(N3CCOCC3)cc2)NC(=O)N1 (stereo not drawn)
  i, -6.1, -16.4, 1.7, 1.9, 1.8, 7.0, -0.486, 0.152, -0.311, 0.686, -2.5, 664, -5.9%, -1.1, 1129, -1.5%, 0.17, 1345
O=c1nc2ccccc2c(NS(=O)(=O)c2ccccc2)n1-c1ccccc1
  i, -4.4, 3.1, 12.2, 1.2, 0.7, 3.2, 2.45, -0.079, 1.49, -1.95, ., ., -21.3%, -1.4, 1390, -0.9%, 1.07, 1436
O=C(CN1C(=O)/C(=C\C=C\c2ccccc2)SC1=S)Nc1ccc(F)cc1
  i, 29.1, -7.2, -10.7, 2.0, 1.5, 6.5, 0.00907, 1.38, 0.901, -0.532, -5.5, 579, -6.1%, 0.4, 991, 1.8%, 0.36, 1272
O=C(CN(CCc1ccccc1)C(=O)CNS(=O)(=O)c1ccc(F)cc1)NCC1CCCO1 (stereo not drawn)
  i, 2.0, 3.5, -1.9, 4.0, 2.6, 5.1, -0.688, -0.163, -0.097, 0.423, 17.1, 786, -4.6%, -2.4, 1179, -3.5%, -1.13, 971
COCCNC(=S)N(Cc1cc2cc(C)ccc2n2nnnc12)C1CCCC1
  i, 23.9, 3.0, -8.1, 4.6, 2.7, 17.6, 2.28, -0.236, 2.21, -2.36, 7.6, 770, -3.0%, -1.6, 1137, -1.0%, 0.41, 1350
COc1ccc(/C=C/C(=O)OC(C)CN2CCOCC2)cc1 (stereo not drawn)
  i, 4.7, 7.1, -2.7, 1.4, 1.2, 3.5, -0.864, -0.2, -0.501, 0.52, ., ., 0.9%, 0.5, 1367, -1.8%, -0.17, 1495
COc1ccc(N(CC(=O)Nc2ccc(C)cn2)S(=O)(=O)c2c(C)nn(C)c2C)cc1
  i, -15.0, 12.1, -6.5, 5.2, 3.1, 11.1, -1.2, 0.0665, -0.663, 0.299, ., ., -3.5%, -2.5, 1169, 0.5%, -0.43, 921
O=C(Nc1ccccc1N1CCOCC1)C1CCCCN1S(=O)(=O)c1ccccc1 (stereo not drawn)
  i, -3.4, 4.8, -3.0, 3.8, 1.5, 7.3, -0.629, -0.307, -0.281, -0.0192, -14.6, 661, -4.6%, -1.8, 884, 1.4%, 0.95, 1657
CCc1nnc(NC(=O)c2ccc(-c3ccc(Cl)cc3)o2)s1
  i, -1.8, -13.3, -5.3, 3.5, 2.6, 5.6, 1.11, -0.101, 0.993, -0.137, 12.2, 785, -9.1%, 0.1, 1166, -2.1%, -0.07, 877
Cc1ccc(C(=O)N2Cc3ccccc3CC2C(=O)O)cc1 (stereo not drawn)
  i, -11.1, -12.6, 0.9, 1.4, 3.0, 16.9, -0.253, -0.169, 0.302, -0.479, ., ., -2.5%, 2.5, 1152, -3.2%, 0.65, 1344
